# Source: PubChem (several laboratories)
# STK33 kinase inh – inhibitors of purified STK33 kinase, primary screen, biochemical, ADP-Glo luminescence, homogeneous, cell-free; Serine/threonine-protein kinase 33 (Homo sapiens), Q9BYT3; MBP phosphorylation; inhibition, % at 10 µM; 320,000 tested, 0.073% active; AID 2661, 2010;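 active means inhibition at or above 25%, using the most active replicate where run in duplicate; inactive means inhibition below 25%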
# Target sequence (Q9BYT3 whole entry, looked up): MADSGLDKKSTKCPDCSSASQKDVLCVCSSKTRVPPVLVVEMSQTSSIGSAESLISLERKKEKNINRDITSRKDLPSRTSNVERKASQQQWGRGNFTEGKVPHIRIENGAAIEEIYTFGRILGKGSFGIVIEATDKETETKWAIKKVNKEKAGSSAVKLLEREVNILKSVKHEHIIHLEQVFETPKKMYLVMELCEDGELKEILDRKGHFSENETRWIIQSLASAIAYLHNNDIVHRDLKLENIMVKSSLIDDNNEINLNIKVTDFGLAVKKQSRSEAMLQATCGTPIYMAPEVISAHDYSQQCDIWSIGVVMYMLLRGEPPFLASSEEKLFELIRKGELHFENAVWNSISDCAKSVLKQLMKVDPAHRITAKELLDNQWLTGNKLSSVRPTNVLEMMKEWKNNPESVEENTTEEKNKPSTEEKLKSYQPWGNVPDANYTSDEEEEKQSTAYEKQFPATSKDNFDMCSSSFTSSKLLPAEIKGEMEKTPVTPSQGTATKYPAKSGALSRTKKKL
# Kir21 inh – inhibitors of mouse Kir2.1 inward-rectifier potassium channel. Inward rectifier potassium channel 2 (Mus musculus), P35561. HEK293-Kir2.1, FluxOR thallium flux fluorescence; active compounds read low. B-score at 10 µM. 310,000 tested, 0.85% active. AID 1672, 2009;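 active means fluorescence ratio B-score at or below minus 3 SD of library scores, with starting-brightness B-score within 2 SD, cut at about -4.2 in these data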;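 further: channel flux triggered by added potassium and thallium sulfate stimulus; B-score of peak minus minimum fluorescence over baseline after thallium stimulus; more negative B-score means stronger Kir2.1 block with less thallium influx; some compounds called inactive have numbers as strong as hits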
# Target sequence (P35561 whole entry, looked up): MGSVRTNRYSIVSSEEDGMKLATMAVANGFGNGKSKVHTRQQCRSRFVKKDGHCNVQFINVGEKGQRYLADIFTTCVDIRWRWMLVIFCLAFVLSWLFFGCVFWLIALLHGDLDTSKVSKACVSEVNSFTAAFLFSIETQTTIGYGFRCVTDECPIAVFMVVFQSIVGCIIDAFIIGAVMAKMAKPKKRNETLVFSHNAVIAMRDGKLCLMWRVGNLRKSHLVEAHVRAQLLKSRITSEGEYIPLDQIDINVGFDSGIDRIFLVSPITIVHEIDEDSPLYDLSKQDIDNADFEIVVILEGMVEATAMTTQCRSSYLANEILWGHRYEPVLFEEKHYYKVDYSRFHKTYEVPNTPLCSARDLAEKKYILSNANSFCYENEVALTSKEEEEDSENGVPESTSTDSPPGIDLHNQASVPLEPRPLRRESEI
# * = called active by the depositor; . = no result given.
STK33 kinase inh	Kir21 inh	structure
-0.3	1.3	COc1cc(C(=O)NNC(=S)NC(=O)c2ccc(Cl)cc2)cc(OC)c1OC
-0.9	-1.4	Cc1cc(CNCc2cn(C)nc2-c2ccc(Oc3ccccc3)cc2)on1
-0.6	-1.6	CS(=O)(=O)c1ccccc1C(=O)NC1CCCc2ccccc21 (stereo not given)
0.0	.	COc1ccccc1Nc1ncc(C(=O)N2CCC(C(N)=O)CC2)c2ccccc12
-0.8	-0.02	Cc1cc(C)cc(N(C)S(=O)(=O)c2nnc(NC(=O)C(C)C)s2)c1
-0.6	-0.37	CCOC(=O)n1c(SCC(=O)N(CC)CC)nc2ccccc21
0.4	.	COC(=O)[C@]1(Cc2ccccc2)N[C@H](CN(C)S(=O)(=O)c2ccc(F)cc2)[C@@H]2C(=O)N(C)C(=O)[C@@H]21
-1.6	-0.68	CCn1nnnc1-c1ccc(OC)c(S(=O)(=O)Nc2ccc(C(=O)OC)cc2)c1
1.0	-0.3	O=C(CN1CCOCC1)Nc1ccccc1C(=O)Nc1ccccc1
-0.8	1.1	O=C1CC(c2nc3ccccc3[nH]2)CN1c1ccccc1 (stereo not given)
-1.7	0.64	Cc1cc(C)c2nc(Cl)c(C3NC(=O)c4ccccc4N3)cc2c1 (stereo not given)
-1.2	-0.85	CCN(CC)CCNc1nc(C(F)(F)F)nc2c1nnn2Cc1ccccc1
-0.2	-0.08	CCOC(=O)N1CCN(C(=O)c2ccc3c(=O)n(CCC4=CCCCC4)c(=S)[nH]c3c2)CC1
-0.4	-1.2	CC(Sc1ccsc1[N+](=O)[O-])C(=O)NCc1ccco1 (stereo not given)
-0.3	1.6	O=C(NC1CCCCC1)C(c1ccc2ncccc2c1)N(Cc1ccco1)C(=O)c1ccc2c(c1)OCCO2 (stereo not given)
-1.5	0.13	c1ccc(-n2c(SCc3ccncc3)nnc2-c2ccco2)cc1

# An excerpt of these results, with each value named.
O=C1CC(c2nc3ccccc3[nH]2)CN1c1ccccc1 (stereo not given)
  STK33 kinase inh: -0.8; Kir21 inh: 1.1

Cc1cc(C)c2nc(Cl)c(C3NC(=O)c4ccccc4N3)cc2c1 (stereo not given)
  STK33 kinase inh: -1.7; Kir21 inh: 0.64

CCN(CC)CCNc1nc(C(F)(F)F)nc2c1nnn2Cc1ccccc1
  STK33 kinase inh: -1.2; Kir21 inh: -0.85

# Continued.
STK33 kinase inh	Kir21 inh	structure
-1.6	.	O=C(CSc1nc2c(c(=O)n1-c1ccc(F)cc1)SCC2)NCc1ccco1
-2.6	0.01	COCCN(C(=O)CSc1nc2ccc(Cl)cc2[nH]1)c1c(N)n(Cc2ccccc2)c(=O)[nH]c1=O
-1.6	1.8	C=CCN(C(=O)c1csnn1)C(C(=O)NCc1ccc(F)cc1)c1ccc(F)cc1 (stereo not given)
2.4	0.01	O=C(Nc1ccc(S(=O)(=O)N2CCOCC2)cc1)c1nn(-c2ccc(F)cc2)ccc1=O
-1.1	-1.5	CCC(=O)N1C(=O)CCN(C(C)=O)c2ccccc21
0.4	0.79	O=C(CN(C(=O)CCNC(=O)c1ccco1)c1ccccc1)NC1CCCC1
0.9	1.8	COC(=O)Cc1[nH]nc2c1C1(CCSCC1)C(C#N)=C(N)O2
0.1	1.3	COCCCNC(=O)c1ccc(Cn2c(=O)c3ccccc3n(Cc3ccc(C)cc3)c2=O)cc1
1.0	1.3	COc1ccc(S(=O)(=O)NC2CCCC2)cc1C(N)=O
-2.9	-2	Cc1ccc(NC(=O)c2cnc(SCC(=O)c3ccccc3)n(C)c2=O)cc1
-0.2	-4.4*	CCNC(=O)COC(=O)c1cc(S(=O)(=O)N2CCCc3ccccc32)ccc1Cl
0.3	1.4	Cc1cc2c(cc1C)N(CC(=O)N1CCCC1)C(=O)CC(c1ccccc1)=N2
0.8	0.54	BrC(/C=N/Nc1nc(N2CCOCC2)nc(N2CCOCC2)n1)=C/c1ccccc1
2.1	.	O=C(COc1ccccc1Cc1ccccc1)Nc1cccnc1
-1.5	0.12	NC(=O)CSc1nc2ccccc2nc1SCC(N)=O
0.2	1.6	O=C1NC(=S)S/C1=C\c1coc2ccccc2c1=O
-1.2	1.1	O=C1c2cccnc2C(=O)N1Cc1ccccc1
-0.5	-2.8	Cc1cc(C)c2nc(N(CCCN(C)C)C(=O)C3=COCCO3)sc2c1
0.2	2.2	COc1cc2c(cc1NC(=O)CSc1nccn1C)oc1ccccc12
-1.4	-0.51	COC(=O)c1c(C)oc(C)c(C(=O)OC)c1=O
0.8	0.3	Cc1[nH]c2ccc(C(=O)OC(C)C(=O)NCc3ccccc3)cc2c1C (stereo not given)
1.0	2	Cc1csc(=O)n1CC(=O)OCc1cccc2ccccc12
-0.5	1.2	CCOc1ccc(/C=C2/Sc3ccc(C(=O)NCC4CCCO4)cc3N(C)C2=O)cc1OC (stereo not given)
-0.4	-4.4*	COc1ccc(-c2cc(C(=O)OCC(=O)NC(C)C)c3ccccc3n2)cc1
1.2	-0.23	COc1ccc2c(C)c(C(=O)O)oc2c1
0.5	-0.03	CC(C)Oc1cccc(C(=O)C2CCCN(Cc3cnc(N4CCCC4)s3)C2)c1 (stereo not given)
1.3	-2.2	Nn1c(SCc2ccccn2)nncc1=O
-0.2	-0.59	O=S1(=O)CC2NC(=S)N(c3cccc(Br)c3)C2C1 (stereo not given)
0.0	1.1	COc1ccc(CCNC(=O)c2c(C)nc3ccccn23)cc1OC
0.4	0.69	CC(=O)c1cc(CCC(=O)NC2CCCCCC2)oc1C
-2.8	-0.09	COc1ccc(N2C(N)=NC(N)=NC2(C)C)cc1
-1.5	-0.04	c1ccc(C2[C@H]3CN(CC4CCCCC4)[C@H](c4ccccc4)C34CC2(c2cccnc2)C4)cc1 (stereo not given in full)
0.5	-1.2	CCOc1cc(/C=N/O)cc(Br)c1OCC(=O)NCc1ccccc1
-1.7	-0.39	Nc1cc(Cl)ccc1C(=O)OCC(=O)N1CCCC1
-0.3	1.8	CC1(C)CC(=O)C2=C(C1)OC1=C(C(=O)CC(C)(C)C1)C2c1ccc(O)c([N+](=O)[O-])c1
-1.6	0.19	CCOc1ccc(C(=O)NCC(=O)N2CCN(c3ccccc3O)CC2)cc1
-4.3	-0.09	CCN(CC(=O)NC1CC1)S(=O)(=O)c1ccccc1
-2.7	-0.02	CCOc1ccc(/C=C/C(=O)OC(C)C(=O)NC2CCCCC2C)cc1OC (stereo not given)
-0.2	0.44	Cc1cc(Cl)ccc1OCCCC(=O)NCc1ccccn1
-2.0	-0.2	Cc1cccc(NC2=NCC(=O)N2Cc2ccccc2)c1
0.8	0.47	CCn1ccc(C(=O)N2CCOCC2)n1
-1.6	1.9	CC(C)Cn1c(CN2CCN(c3ccccc3F)CC2)nc2c1c(=O)[nH]c(=O)n2C
-1.4	0.13	C/C(=N\NC(=S)NCc1ccccc1)c1ccc(Cl)cc1
-0.1	-0.79	CCN(Cc1cnn(C)c1)C(=O)CC1C(=O)NCCN1Cc1cccc(OC)c1OC (stereo not given)
0.5	0.8	O=C(NCc1ccccc1Cl)c1cnccn1
1.2	1.1	COCCNC(=O)C(c1ccc(C)cc1)N(Cc1ccccc1)C(=O)CCC(=O)Nc1ccccn1 (stereo not given)
1.1	-0.09	O=C(Nc1cccc2cccnc12)c1ccc2c(c1)OCCO2
-1.7	-0.32	Cc1cccc(C(=O)NC2CCN(C(=S)NCc3ccco3)CC2)c1
-2.5	-1.6	Cc1cc(C)c(-c2c(O)c3cnn(-c4ccccc4)c3[nH]c2=O)c(C)c1
-1.3	0.05	CCN(C(=O)C1CSC2(C)CCC(=O)N12)c1nc2c(C)cccc2s1 (stereo not given)
1.0	-0.01	CSc1ncccc1C(=O)NCCc1ccccc1F
0.3	-0.98	CCc1nc(SCc2ccc(OC)c(Br)c2)n[nH]1
0.2	0.38	CC(=O)Nc1ccc(NC(=O)c2ccc(C3SCC(=O)N3CCc3ccccc3)cc2)cc1 (stereo not given)
0.1	0.48	CCOC(=O)C1C(=O)NC(SCC(=O)Nc2nccs2)=C(C#N)C1c1ccccc1OCC (stereo not given)
-0.8	-0.93	COc1ccc(/C=C\C(=O)NCc2ccc3[nH]c(C)cc3c2)cc1OC
1.7	0.39	CCN(CC)CC(O)COCCC12CC3CC(CC(C3)C1)C2 (stereo not given)

# Additional results.
STK33 kinase inh	Kir21 inh	structure
1.1	0.79	Cc1nc(Cl)cc(N/N=C/c2ccc(O)cc2O)n1
-0.5	0.06	CC(C)(C)c1ccc(C(=O)NCC(=O)N2CCCCCC2)cc1
-1.9	-3.2	CCOC(=O)C1(Cc2cccc(OC)c2)CCN(Cc2ccccc2)CC1
-0.7	0.1	N#Cc1c(N)n(CCNC(=O)c2ccccc2)c2nc3ccccc3nc12
-1.0	-0.03	Cc1noc(C)c1S(=O)(=O)N1Cc2ccccc2CC1C(=O)N(C)C (stereo not given)
.	-0.27	O=C(CCl)NC(Cc1ccccc1)c1ccccc1 (stereo not given)
-0.8	0.07	CN(CC(=O)Nc1cccc(F)c1)C(=O)c1ccccc1OCCOc1ccccc1
-1.2	0.47	COC(=O)CC1(C(=O)OC)Oc2ccc(Br)cc2C(=O)N1c1cc(Cl)c(Cl)cc1Cl (stereo not given)
5.1	0.11	N=c1n(CCN2CCOCC2)c2ccccc2n1CC(=O)c1cccc([N+](=O)[O-])c1
-0.6	0.95	N#CC1=C2N=C(N)c3ccccc3N2C2=C(C(=O)CCC2)C1c1ccccc1F (stereo not given)
3.3	-18	COc1cc(/C=C(\C#N)c2nc3c(s2)CCCC3)ccc1O
-0.3	-0.94	CCCCN(CCCC)C(=O)/C=C/c1cccc([N+](=O)[O-])c1
-1.2	-0.09	CCOC(=O)C(Cc1ccc(O)cc1)NC(=O)CNC(=O)C(CC(C)C)NC(=O)OC(C)(C)C (stereo not given)
-1.4	.	CCOC(=O)c1csc(NC(=O)c2cc(-c3ccccn3)nc3ccccc23)n1
-1.0	.	CC(C)C[C@@H](CN1C(=O)C(=O)NC[C@@H]1CC(C)C)NC(=O)Cc1ccccc1
0.1	0.42	Cc1ccc2c(CC(=O)Nc3sccc3C(N)=O)coc2c1

# Sorted by SMILES length (descending): some entries from above.
STK33 kinase inh	Kir21 inh	structure
-1.2	-0.09	CCOC(=O)C(Cc1ccc(O)cc1)NC(=O)CNC(=O)C(CC(C)C)NC(=O)OC(C)(C)C (stereo not given)
-1.0	.	CC(C)C[C@@H](CN1C(=O)C(=O)NC[C@@H]1CC(C)C)NC(=O)Cc1ccccc1
5.1	0.11	N=c1n(CCN2CCOCC2)c2ccccc2n1CC(=O)c1cccc([N+](=O)[O-])c1
-0.6	0.95	N#CC1=C2N=C(N)c3ccccc3N2C2=C(C(=O)CCC2)C1c1ccccc1F (stereo not given)
-1.4	.	CCOC(=O)c1csc(NC(=O)c2cc(-c3ccccn3)nc3ccccc23)n1
-0.3	-0.94	CCCCN(CCCC)C(=O)/C=C/c1cccc([N+](=O)[O-])c1
0.1	0.42	Cc1ccc2c(CC(=O)Nc3sccc3C(N)=O)coc2c1

# Continued:
STK33 kinase inh	Kir21 inh	structure
-1.9	-0.11	Cc1ccc(S(=O)(=O)N(CC(=O)NCc2ccc(F)cc2)C(=O)N2CCN(C)CC2)cc1
-0.4	1.1	Cc1ccccc1N(C(=O)CNC(=O)c1ccco1)C(C(=O)NC1CCCCC1)c1cccnc1 (stereo not given)
-1.3	-0.01	CC1=C(C)CC(C(=O)NC(C)CCc2ccccc2)C(C(=O)O)C1 (stereo not given)
-0.9	.	CSc1ncccc1C(=O)OCC(=O)NC1CCCC1
-0.1	0.11	NC(=O)c1ccc(NC(=O)COC(=O)c2ccc3c(c2)OCCO3)cc1
0.1	-2.2	Nc1nc(NC(=O)c2cccnc2)nn1-c1ccccc1
1.9	0.01	COc1cc(/C=N\NC(=O)C2C(=O)NCC2c2ccccc2)cc(OC)c1O (stereo not given)
-2.2	-0.29	COc1ccc(-n2c(SCC(=O)NCc3ccco3)nc3c([nH]c4ccccc43)c2=O)cc1
3.5	-0.28	COC(=O)c1ccc(CNC(=O)CSC2=NCCS2)cc1
-0.1	-1.2	COc1ccc(C(=O)Nn2cnc3scc(-c4cccs4)c3c2=O)c(O)c1
0.1	-0.01	C=CCN(C(=O)CNS(=O)(=O)c1ccccc1)C(C(=O)NCCOC)c1cccnc1 (stereo not given)
-0.5	1.3	C/C(N)=C(/C#N)C(=O)CSc1nnc(C)n1-c1ccccc1
1.5	-1.6	N#Cc1c(-n2ccnc2)cccc1-n1ccnc1
0.4	-0.72	CCN1C(=O)/C(=C/c2ccc(OCc3ccc(C(=O)O)cc3)c(Cl)c2)NC1=S
0.1	1.3	Cc1cc([N+](=O)[O-])nn1CCCC(=O)Nc1c(C)n(C)n(-c2ccccc2)c1=O
-0.3	1.3	Cc1cc(C)nc(NS(=O)(=O)c2ccc(NC(=O)c3snnc3C)cc2)n1
-1.0	-1.7	COc1ccc(N(C)S(=O)(=O)c2cccc(C(=O)NC3CCCCCC3)c2)cc1
-0.3	-0.01	Cc1cccc(OCCCn2ccnc2)c1
0.8	.	C[C@H]1CN([C@@H](C)CO)C(=O)c2cc(NC(=O)Cc3ccccc3)ccc2O[C@H]1CN(C)Cc1ccccc1
-1.8	1.2	CCc1ccc(NC(=O)C(NS(=O)(=O)c2cccc3nsnc23)c2ccccc2)cc1 (stereo not given)
1.4	0.18	COc1ccc(-n2cnc3scc(-c4ccccc4)c3c2=O)cc1
-0.8	1.1	CCN1CCN(CCOCCOc2ccccc2)CC1
-1.0	-0.1	CCCCn1c(N)c(N(CCOC)C(=O)c2sc3ccccc3c2Cl)c(=O)[nH]c1=O
-1.1	-0.89	CSc1ccc(/C=C(/NC(=O)c2ccco2)C(=O)N2CCCCCC2)cc1
0.1	0.26	Cc1c(C(=O)NCC2CCCO2)oc2ccc3c(c12)C(=O)CC(C)(C)O3 (stereo not given)
2.3	-0.49	CCOC(=O)c1ccc(NCc2nc3ccccc3n2C)cc1
-1.2	-0.78	CCOC(=O)c1cc(C#N)c(SCc2ccc(C#N)cc2)nc1C
